Assay outcomes (PubChem BioAssay)
PI5P4K alpha inh: blocks human PI5P4K alpha kinase activity; P48426; PI5P4Kalpha enzyme, ADP-Glo luminescence, 60 min; stronger effect = lower value; max response, %; 330,000 compounds, 1.2% hits; AID 652105; active means max response of -50% or lower; inconclusive means between -30% and -50%; inactive means -30% or higher; further: value at the top dose of about 77 µM; on the % scale 0 is the no-effect control and ±100 the full control effect
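Single end-point luminescence (ADP-Glo) quantified ADP from PI5P4Kalpha turnover; ATP 5 microM final, 1 h at RT, 0.1% CHAPS and 0.28 mM EGTA in HEPES pH 7.4.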
PLK1 PBD inh: inhibitors of human PLK1 polo-box domain binding. P53350. Plk1 PBD binding of FITC phosphopeptide, fluorescence polarization. Potency, µM, inactives show max response, negative = inhibition, actives largely listed as inhibitors. 360,000 compounds, 2.8% hits; further: potency means the concentration at half of the fitted maximal effect; series mostly up to about 57 µM; on the % scale 0 is the no-effect control and ±100 the full control effect; nearly all actives have a fitted effect of over 65% in size
EPAC1 antag: blocks human EPAC1 exchange factor; Potency, µM (doses to about 115 µM), for inactives: top-dose activity change, negative = inhibition, usual class: inhibitors; EPAC1 GEF assay, Rap1b-BODIPY-GDP exchange fluorescence; O95398; 360,000 compounds, 0.14% hits;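 further: potency means the concentration at half of the fitted maximal effect; plate controls were vehicle for no effect and positive control for full effect; nearly all actives have a fitted effect of over 50% in size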
Target sequence (O95398 whole entry, looked up): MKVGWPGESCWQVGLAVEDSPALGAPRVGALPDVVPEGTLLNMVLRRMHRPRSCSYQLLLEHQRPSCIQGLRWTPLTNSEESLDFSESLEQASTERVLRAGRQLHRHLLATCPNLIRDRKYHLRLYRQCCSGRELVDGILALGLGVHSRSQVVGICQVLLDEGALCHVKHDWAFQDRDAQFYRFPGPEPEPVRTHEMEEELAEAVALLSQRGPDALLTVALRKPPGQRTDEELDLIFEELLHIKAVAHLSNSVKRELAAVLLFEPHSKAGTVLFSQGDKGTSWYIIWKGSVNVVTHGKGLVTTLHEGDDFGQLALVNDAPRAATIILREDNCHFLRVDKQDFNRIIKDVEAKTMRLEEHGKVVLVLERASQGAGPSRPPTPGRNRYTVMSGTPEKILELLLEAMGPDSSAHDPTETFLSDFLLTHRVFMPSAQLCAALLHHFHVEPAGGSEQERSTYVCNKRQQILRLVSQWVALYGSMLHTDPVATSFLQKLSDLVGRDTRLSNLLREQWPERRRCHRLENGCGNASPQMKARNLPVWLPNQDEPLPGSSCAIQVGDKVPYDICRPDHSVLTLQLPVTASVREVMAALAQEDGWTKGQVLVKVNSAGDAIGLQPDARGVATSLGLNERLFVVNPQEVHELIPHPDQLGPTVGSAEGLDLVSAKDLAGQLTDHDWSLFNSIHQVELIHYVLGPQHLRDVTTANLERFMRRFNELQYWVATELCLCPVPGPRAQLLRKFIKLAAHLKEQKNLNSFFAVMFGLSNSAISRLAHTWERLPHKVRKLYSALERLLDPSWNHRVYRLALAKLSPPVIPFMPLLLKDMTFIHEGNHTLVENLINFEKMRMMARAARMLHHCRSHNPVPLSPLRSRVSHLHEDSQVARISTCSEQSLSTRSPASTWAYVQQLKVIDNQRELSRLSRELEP
EPAC1 agonist: agonists of human EPAC1 | O95398 | AID 720707 | EPAC1 agonist qHTS, biochemical assay; response scale: 100% = response to 6.5 mM cAMP | Potency, µM (series often up to 154 µM), for the others: at the top dose activation, hits mostly activators | 360,000 compounds, 0.073% hits; further: potency means the concentration at half of the fitted maximal effect; nearly all actives have a fitted effect of over 60% in size
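Read-out is the fluorescence drop as BODIPY-GDP leaves Rap1B (480 nm excitation, 540 nm emission), recorded every 5 minutes over 30 minutes. Reactions held 100 nM EPAC1, 250 nM Rap1B–BODIPY-GDP and 50 uM GDP, with 6.5 mM cAMP setting full activation.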
Abeta rescue: A-beta toxicity reversal in yeast. 410,000 compounds, 0.063% hits. yeast expressing A-beta42, growth rescue, OD600, 48 h; response scale: 0% DMSO, 100% iron-clioquinol control. Potency, µM (series often up to 46.1 µM), without a hit: at the highest dose growth rescue, usual class: activators; further: potency means the concentration at half of the fitted maximal effect; nearly all actives have a fitted effect of over 55% in size
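Yeast growth medium received pinned compounds, then yeast cells expressing toxic A-beta were added; plates incubated at 30 C for 48 hr. Growth read as absorbance at 600 nm, normalized to DMSO and equimolar FeCl3 plus clioquinol controls.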
FUS yeast rescue: FUS proteinopathy suppression in yeast | S. cerevisiae FUS-expressing, growth rescue, OD600, 24 h | Potency, µM (top dose mostly 76.6 µM), inactives show at the top dose growth rescue (activation), most hits filed as activators | 390,000 compounds, 0.24% hits;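 further: potency means the concentration at half of the fitted maximal effect; plate controls were DMSO vehicle for no effect and reference control for full effect; nearly all actives have a fitted effect of over 55% in size; some results filed as inactive show a strong effect at the top dose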
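Yeast expressing FUS under galactose induction, OD 0.005 in 2% galactose medium; compounds in a dilution series, 24 h at 30C. Growth rescue by absorbance at 600 nm; CP55940 positive control, DMSO negative.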
IL-2 act: activators of IL-2; IL-2 activation reporter assay, cell-based qHTS; stimulated with anti-CD3/CD4/CD28 beads; in transgenic mouse T cells; 360,000 compounds, 0.065% hits; activation, % (series mostly up to about 46 µM); in the data active means activation above about 50%; inconclusive means mostly about 30% to 49%; further: 0% is about no effect
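First, unstimulated transgenic mouse T cells were exposed to compound for 60 min. Next, anti-CD3/anti-CD4-coated beads with anti-CD28 were added. Finally, after 18 h at 37 degrees C, EGFP and DsRed were imaged.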
WRN inhibitor: blocks human WRN helicase; WRN helicase unwinding, fluorescent forked duplex, kinetic; Potency, µM (top dose mostly 114 µM), for the others: at the top dose activity change, negative = inhibition, hits mostly inhibitors; 360,000 compounds, 0.46% hits; AID 651768; further: potency means the concentration at half of the fitted maximal effect; on the % scale 0 is the no-effect control and ±100 the full control effect; nearly all actives have a fitted effect of over 55% in size
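Kinetic red-fluorescence monitoring (525/598 nm) tracks WRN helicase activity after 100 nM fluorophore-quencher forked duplex and 2 mM ATP are added to 20 nM enzyme pretreated 15 min at room temperature with compound.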
aSyn yeast inh: rescues yeast growth from alpha-synuclein toxicity; Yeast expressing alpha-synuclein, growth rescue, BacTiter-Glo, 24 h; 370,000 compounds, 0.14% hits; Potency, µM (top dose mostly 46.1 µM), for inactives: top-dose growth rescue (activation), actives largely listed as activators; further: potency means the concentration at half of the fitted maximal effect; % of control where 0% means no effect; nearly all actives have a fitted effect of over 65% in size
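Screening used galactose-induced yeast with toxic alpha-synuclein levels, exposed to compound for 24 hr at 30 deg C. Cell growth, read with BacTiter-Glo luminescence, gave the measured signal.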
* marks the source's active call; other numbers are inactive results; ? = inconclusive; . = not tested or not shown; [ ] = remark or other dose. Unless noted, the call rests on the fitted dose curve; in most records, active means well fitted curve in the direction sought with a large enough effect; inconclusive means small, poorly fitted or top-dose-only effect, or another doubt; inactive means no such curve, though single readings can be large; an effect the other way counts as inactive or inconclusive. Some of the compounds tested. The share of hits here may be higher or lower than overall.

SMILES,Abeta rescue,FUS yeast rescue,EPAC1 antag,aSyn yeast inh,IL-2 act,PLK1 PBD inh,WRN inhibitor,PI5P4K alpha inh,EPAC1 agonist
Brc1ccc2c(c1)C(OC1CN3CCC1CC3)c1ccccc1CS2 (configuration not stated),3%,.,2%,1%,-4.6,-7%,9%,9,-3%
CN1C(=O)C(=Cc2ccc(N3CCCCCC3)cc2)C(=O)N(C)C1=O,-24%,14%,-2%,-2%,-0.5,1.5µM*,?,-11,3%
C[N+](C)(C)CC(=O)Nc1ccc(Cl)cc1C(=O)c1ccccc1,-5%,6%,-14%,-1%,0.7,-2%,12%,0,-1%
C/C(=N\N1CCCCC1)c1c(O)[nH]c(=O)[nH]c1=O,-5%,.,-15%,-3%,-0.2,-5%,1%,-6,-5%
CCOC(=O)c1c(C)[nH]c(C)c1C(=O)C(Cc1ccccc1)N(C)C (configuration not stated),-7%,-18%,1%,?,-0.8,-19%,-4%,5,6%
O=C1CN=C(c2ccccc2Cl)c2cc(Br)ccc2N1,1%,8%,3%,8%,0.8,-2%,-1%,1,6%
CC(=O)O[C@]1(c2ccccc2)CCN(C)[C@H]2CCCC[C@@H]21,11%,14%,-6%,-6%,2.8,-28%,2%,1,4%
COC(=O)C1=C(c2cccc(OCc3ccccc3)c2)C[C@@H]2CC[C@H]1N2C(=O)NCc1ccc(OC)cc1,9%,?,-2%,-8%,0.4,-13%,9%,0,11%
COc1ccccc1OCCCn1cc(C=O)c2ccccc21,1%,11%,-6%,11%,-1.3,-5%,-24%,3,6%
CCCC(=O)c1c(O)[nH]c(=O)[nH]c1=O,-26%,45%,5%,-2%,-1.4,-9%,1%,.,6%
O=C(N=Nc1c(O)[nH]c(=O)[nH]c1=O)C1COc2ccccc2O1 (configuration not stated),2%,-16%,31%[activator],0%,1.9,-12%,-10%,5,11%
COCCN1C(=O)/C(=C/c2c(OC)cc(OC)cc2OC)C(=O)N(c2ccccc2)C1=O,16%,1%,-10%,1%,2.1,?,7%,-22,6%
COc1ccc(CN2CCN(Cc3ccccc3OC)CC2)cc1,-6%,-16%,10%,-1%,0.9,-1%,2%,0,8%
CCOP(=O)(OCC)C1(O)C(=O)Nc2ccc(Br)cc21 (configuration not stated),-24%,-9%,1%,-7%,2.5,-25%,5%,-2,5%
O=C(c1ccco1)c1cn(Cc2ccc(Cl)cc2)c2ccccc12,?,16%,0%,14%,-0.5,0%,-10%,9,8%

(continued)
SMILES,Abeta rescue,FUS yeast rescue,EPAC1 antag,aSyn yeast inh,IL-2 act,PLK1 PBD inh,WRN inhibitor,PI5P4K alpha inh,EPAC1 agonist
CSc1ncc(CN2CCCC(C(=O)c3cccc(Cl)c3)C2)cn1 (configuration not stated),10%,0%,-12%,8%,0.6,3%,-7%,6,-10%
CN1C(=O)C(=Cc2ccc(OCC(=O)Nc3ccccc3)cc2)C(=O)N(C)C1=O,1%,.,-3%,-2%,-0.6,7.5µM*,?,-3,-4%
O=C(O)C1C(C(=O)O)C2(Cl)C(Cl)=C(Cl)C1(Cl)C2(Cl)Cl (configuration not stated),-23%,-24%,1%,-6%,-0.2,-17%,2%[11.6 µM],-1,-24%
COc1ccc(OCC(=O)N2CCN(C/C=C/c3ccccc3)CC2)cc1,-11%,-5%,-18%,1%,-4.4,-3%,-1%,-5,-6%
O=C(OCc1ccccc1)N1CCC2CC1c1cc(N3Cc4ccccc4-n4nncc4C3)ccc12 (configuration not stated),6%,?,-8%,4%,-4.3,-3%,-7%,3,7%
CNC(=O)N(C)c1ccc(C(O)(C(=O)OC)C(F)(F)F)cc1 (configuration not stated),3%,-5%,-1%,0%,0.7,-7%,-4%,6,2%
C[C@@H]1CN([C@@H](C)CO)C(=O)CCCn2nncc2CO[C@@H]1CN(C)C(=O)Nc1ccc(N2CCCCC2)cc1,5%,2%,-4%,-12%,-0.1,3%,4%,2,-14%
COC(=O)C1=C(c2ccc(OC)c(OC)c2)C[C@@H]2CC[C@H]1N2C(=O)N1CCCCC1,0%,-5%,-8%,-3%,0.9,-18%,5%,4,-7%
Cc1ccccc1-n1c(C)nc2ccccc2c1=O,-4%,9%,-15%,0%,0.3,-6%,2%,1,11%
Cc1cc(OC(=O)CCNC(=O)OC(C)(C)C)c2c3c(c(=O)oc2c1)CCC3,-11%,39%,9%,-3%,0.0,-6%,6%,.,2%
COC(=O)C1=C(c2ccc(OCc3ccccc3)cc2)C[C@@H]2CC[C@H]1N2C(=O)NCc1cccc(OC)c1,-4%,33%,1%,-6%,-4.5,1%,-9%,-1,-10%

2 consecutive entries already listed, for reference:
SMILES,Abeta rescue,FUS yeast rescue,EPAC1 antag,aSyn yeast inh,IL-2 act,PLK1 PBD inh,WRN inhibitor,PI5P4K alpha inh,EPAC1 agonist
Brc1ccc2c(c1)C(OC1CN3CCC1CC3)c1ccccc1CS2 (configuration not stated),3%,.,2%,1%,-4.6,-7%,9%,9,-3%
CN1C(=O)C(=Cc2ccc(N3CCCCCC3)cc2)C(=O)N(C)C1=O,-24%,14%,-2%,-2%,-0.5,1.5µM*,?,-11,3%

A run of entries of the results above:
SMILES,Abeta rescue,FUS yeast rescue,EPAC1 antag,aSyn yeast inh,IL-2 act,PLK1 PBD inh,WRN inhibitor,PI5P4K alpha inh,EPAC1 agonist
COc1ccc(CN2CCN(Cc3ccccc3OC)CC2)cc1,-6%,-16%,10%,-1%,0.9,-1%,2%,0,8%
CCOP(=O)(OCC)C1(O)C(=O)Nc2ccc(Br)cc21 (configuration not stated),-24%,-9%,1%,-7%,2.5,-25%,5%,-2,5%
O=C(c1ccco1)c1cn(Cc2ccc(Cl)cc2)c2ccccc12,?,16%,0%,14%,-0.5,0%,-10%,9,8%
CSc1ncc(CN2CCCC(C(=O)c3cccc(Cl)c3)C2)cn1 (configuration not stated),10%,0%,-12%,8%,0.6,3%,-7%,6,-10%
CN1C(=O)C(=Cc2ccc(OCC(=O)Nc3ccccc3)cc2)C(=O)N(C)C1=O,1%,.,-3%,-2%,-0.6,7.5µM*,?,-3,-4%
O=C(O)C1C(C(=O)O)C2(Cl)C(Cl)=C(Cl)C1(Cl)C2(Cl)Cl (configuration not stated),-23%,-24%,1%,-6%,-0.2,-17%,2%[11.6 µM],-1,-24%
COc1ccc(OCC(=O)N2CCN(C/C=C/c3ccccc3)CC2)cc1,-11%,-5%,-18%,1%,-4.4,-3%,-1%,-5,-6%
O=C(OCc1ccccc1)N1CCC2CC1c1cc(N3Cc4ccccc4-n4nncc4C3)ccc12 (configuration not stated),6%,?,-8%,4%,-4.3,-3%,-7%,3,7%
CNC(=O)N(C)c1ccc(C(O)(C(=O)OC)C(F)(F)F)cc1 (configuration not stated),3%,-5%,-1%,0%,0.7,-7%,-4%,6,2%
C[C@@H]1CN([C@@H](C)CO)C(=O)CCCn2nncc2CO[C@@H]1CN(C)C(=O)Nc1ccc(N2CCCCC2)cc1,5%,2%,-4%,-12%,-0.1,3%,4%,2,-14%
COC(=O)C1=C(c2ccc(OC)c(OC)c2)C[C@@H]2CC[C@H]1N2C(=O)N1CCCCC1,0%,-5%,-8%,-3%,0.9,-18%,5%,4,-7%
Cc1ccccc1-n1c(C)nc2ccccc2c1=O,-4%,9%,-15%,0%,0.3,-6%,2%,1,11%
Cc1cc(OC(=O)CCNC(=O)OC(C)(C)C)c2c3c(c(=O)oc2c1)CCC3,-11%,39%,9%,-3%,0.0,-6%,6%,.,2%
COC(=O)C1=C(c2ccc(OCc3ccccc3)cc2)C[C@@H]2CC[C@H]1N2C(=O)NCc1cccc(OC)c1,-4%,33%,1%,-6%,-4.5,1%,-9%,-1,-10%
